# PABP1 MLLE inh: inhibitors of microRNA-mediated deadenylation, human PABP1 MLLE binding; inhibition, % at 20 µM; 360,000 tested, 0.36% active; AID 588489; GST-MLLE / FITC-PAM2 fluorescence polarization; P11940; in the data active means inhibition above about 35%, passing the limit was not always enough;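 further: plate controls were DMSO wells with GST-MLLE for no effect and wells lacking GST-MLLE protein for full effect; some results filed as inactive read as strong as hits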
# Target sequence (P11940 whole entry, looked up): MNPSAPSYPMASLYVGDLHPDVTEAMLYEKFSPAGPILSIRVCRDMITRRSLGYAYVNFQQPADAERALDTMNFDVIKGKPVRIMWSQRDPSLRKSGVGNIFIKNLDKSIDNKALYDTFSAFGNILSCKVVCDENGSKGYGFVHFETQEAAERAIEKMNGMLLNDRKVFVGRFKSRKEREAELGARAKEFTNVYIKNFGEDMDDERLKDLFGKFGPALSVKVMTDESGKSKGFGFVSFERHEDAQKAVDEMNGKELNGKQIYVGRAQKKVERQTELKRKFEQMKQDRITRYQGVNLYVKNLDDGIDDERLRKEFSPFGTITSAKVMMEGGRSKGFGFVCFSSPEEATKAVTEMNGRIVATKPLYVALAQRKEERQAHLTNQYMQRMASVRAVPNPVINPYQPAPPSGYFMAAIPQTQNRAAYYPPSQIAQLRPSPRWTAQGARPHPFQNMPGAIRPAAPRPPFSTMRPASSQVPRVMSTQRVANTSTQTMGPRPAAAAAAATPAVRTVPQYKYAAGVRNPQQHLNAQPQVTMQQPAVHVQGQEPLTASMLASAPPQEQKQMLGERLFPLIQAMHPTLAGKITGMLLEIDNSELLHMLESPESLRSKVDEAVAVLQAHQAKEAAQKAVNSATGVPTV
# NadD block: blocks S. aureus nicotinate mononucleotide adenylyltransferase; purified NadD enzyme, colorimetric absorbance read-out; inhibition, % at 20 µM; 360,000 tested, 0.78% active; AID 602399; in the data active means inhibition above about 26%; further: some compounds past the cut are filed as inactive
# MT1-MMP act inh: MT1-MMP (human) activation inhibition. P50281. AID 651647. HT1080 RFP-PRO-GFP cells, GFP/RFP ratio fluorescence, overnight; percent of plate control window, DMSO zero. 360,000 tested, 0.061% active. GFP/RFP ratio change, % at 20 µM;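 active means GFP/RFP ratio change of at least 30% with cell ATP level not reduced by more than half and red fluorescence within 50% of control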; further: strong numbers were not always called active
#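 Material: RFP-PRO-GFP reporter HT1080 cells. Dosing: single-point 20 µM compound, 1% DMSO. Controls: DMSO and RFP-L50D-GFP cell wells. Timing: cells overnight before dosing, compound overnight, 37 °C, 5% CO2. Measure: GFP/RFP fluorescence ratio.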
# CSN deneddyl inh: blocks human CSN-mediated cullin deneddylation; Purified CSN, SCF-Nedd8-OG deneddylation, fluorescence polarization; Q92905; inhibition, % at 12.5 µM; 360,000 tested, 0.38% active;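 active means pattern-corrected inhibition above about 35%, with an unprinted fluorescence ratio check between 0.5 and 1.5, limit read from the data, passing the limit was not always enough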;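 further: 0% = enzyme with substrate and 100% = substrate without enzyme; some results filed as inactive read as strong as hits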
# Target sequence (Q92905 whole entry, looked up, one chain of several): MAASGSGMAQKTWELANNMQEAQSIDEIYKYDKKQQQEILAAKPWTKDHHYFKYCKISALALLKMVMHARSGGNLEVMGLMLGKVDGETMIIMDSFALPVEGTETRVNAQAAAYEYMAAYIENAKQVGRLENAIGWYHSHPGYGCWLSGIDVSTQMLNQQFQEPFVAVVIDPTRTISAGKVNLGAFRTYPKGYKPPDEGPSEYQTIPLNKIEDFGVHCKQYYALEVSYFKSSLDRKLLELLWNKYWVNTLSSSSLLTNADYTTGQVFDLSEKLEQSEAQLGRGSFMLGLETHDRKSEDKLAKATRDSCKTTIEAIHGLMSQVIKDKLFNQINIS
#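 Test system: purified human Csn5 enzyme expressed in HEK293T cells. Amount: 0.24 nM enzyme. Reagent: SCFSkp2-Nedd8OG substrate at 10 nM final. Schedule: 90 min incubation of compound, enzyme and substrate at room temperature. Detection: fluorescence polarization. Read-out: % inhibition of substrate cleavage by Csn5.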
# SKN-1 block: C. elegans SKN-1 inhibition. 360,000 tested, 0.49% active. inhibition, % at 21.8 µM. C. elegans VP596 Pgst-4::GFP/RFP ratio, acrylamide-induced, 24 h;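 active means interference check ratio from 0.5 to 1.5 plus GFP to RFP signal ratio inhibition reaching or exceeding a fixed threshold, cut at about 30% in these data, passing the limit was not always enough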; further: some compounds called inactive have numbers as strong as hits
# Rpn11 block: blocks the human proteasome subunit Rpn11. human 26S proteasome, Ub4-pepOG fluorescence polarization; 20S core pre-blocked with epoxomicin. calls only at 20 µM. O00487. 360,000 tested, 0.59% active;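 active means inhibition at 20 µM, scaled to each plate's controls, above about 33%, limit read from the data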
# Rin1-Abl PPI inh: blocks binding of human Rin1 to Abl; TR-FRET Rin1/Abl binding, biochemical; inhibition, % at 7.35 µM; 360,000 tested, 0.4% active; P00519+Q13671; in the data active means inhibition above about 5%, passing the limit was not always enough
# FAS TE block: FAS thioesterase (human) inhibition. recombinant FAS-TE, OMFH fluorogenic substrate, fluorescence endpoint. inhibition, % at 15 µM. 360,000 tested, 0.67% active;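 active means compounds whose normalised, plate-corrected inhibition of enzyme fluorescence in the single-dose primary screen is 50% or more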;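 further: 0% = DMSO with enzyme and 100% = substrate without enzyme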
# Neddylation inh: inhibitors of human cullin neddylation; AID 651699; calls only at 25 µM; 360,000 tested, 0.58% active; TR-FRET cullin neddylation, biochemical; P61081+Q13564; in the data active means inhibition above about 36%
# * marks the source's active call; other numbers are inactive results; i = inactive; . = not tested or not shown; + = active, no number; & = joins results of further samples.
cpd	molecule	PABP1 MLLE inh	NadD block	MT1-MMP act inh	CSN deneddyl inh	SKN-1 block	Rpn11 block	Rin1-Abl PPI inh	FAS TE block	Neddylation inh
1	CC1(C)C2CC=C(CN3CCC(O)CC3)C1C2 (centres undefined)	9	4	16	1	6	i	3	0	i
2	Fc1ccc(CCNCc2ccc(Br)cc2)cc1	-5	-2	4	6	-4	i	-2	3	i
3	CCC(=NCC1CCCO1)c1c(O)n(-c2ccc(OC)cc2)c(=O)[nH]c1=O (centres undefined)	-11	-1	1	-3	-7	i	-2	-3	i
4	Cc1cccc(NC(=O)CN2CCN(C(=O)COc3cccc(Br)c3)CC2)c1C	-6	3	5	1	4	i	4	-6	i
5	CCc1ccc(N2C(=O)NC(=O)C(CCc3ccncc3)(CCc3ccncc3)C2=O)cc1	1	4	1	-11	2	i	-1	-11	i
6	CN(C)C(=O)Oc1cc(OC(=O)N(C)C)cc(C(O)CNC(C)(C)C)c1 (centres undefined)	-6&-9	-1&-2	4&1	-3&-2	6&3	i	-2&-2	-6&-4	i
7	COc1ccc(CCN(C)Cc2ccc(F)cc2F)cc1OC	-7	-9	8	-5	-4	i	4	-7	i
8	COc1ccc2ccccc2c1CNCCc1ccccc1	-9	-9	2	4	-8	i	-2	-4	i
9	CN1C(=O)C(=Cc2c(OCc3cnc(Cl)s3)ccc3ccccc23)C(=O)N(C)C1=O	1	1	1	2	4	i	-2	-5	i
10	N#Cc1ccc(Cn2cc(C(=O)c3ccco3)c3ccccc32)cc1	-2	-5	8	3	-6	i	-2	4	i
11	CC(C)c1ccc(C2N3CCCN23)cc1 (centres undefined)	2	4	1	3	-1	i	-1	-11	i
12	CCCCn1c(O)c(C(C)=Nc2ccc(OCC)cc2)c(=O)[nH]c1=O	-23	1	-4	3	-8	i	-2	-22	i
13	C/C=C/c1ccc2c(c1)OCO2	-5	5	0	0	3	i	4	-1	i
14	CC(=O)O[C@@]12CO[C@@H]1C[C@H](O)[C@@]1(C)C(=O)[C@H](O)C3=C(C)[C@@H](O)C[C@@](O)([C@@H](OC(=O)c4ccccc4)C12)C3(C)C (some centres undefined)	1	3	7	-2	7	i	-1	-4	i
15	COC(=O)C1=C(c2cc3ccccc3o2)C[C@@H]2CC[C@H]1N2C(=O)N1CCC(C)CC1	-5	-5	-6	0	25	i	-4	22	i
16	Cc1cccc(-n2c(C)nc3cc(C(=O)N4CCC5(CC4)OCCO5)ccc32)c1	1	-2	3	-3	-7	i	1	-5	i
17	CC(=O)c1ccc(OC(NC(=O)c2ccco2)C(Cl)(Cl)Cl)cc1 (centres undefined)	11	1	2	4	-12	i	4	-4	i
18	O=[N+]([O-])c1ccc(CNCCc2ccccc2)cc1	-5	-4	1	3	3	i	0	3	i
19	CC1CCN(C(=O)COC(=O)c2cn(C)c3ccccc23)CC1	14	-4	1	1	12	i	6	3	i
20	Cc1cc(C)c(N=Cc2c(O)[nH]c(=O)[nH]c2=O)c(C)c1	-8	2	4	2	6	i	0	-4	i

# Of the compounds above, two contain fluorine:
cpd	molecule	PABP1 MLLE inh	NadD block	MT1-MMP act inh	CSN deneddyl inh	SKN-1 block	Rpn11 block	Rin1-Abl PPI inh	FAS TE block	Neddylation inh
2	Fc1ccc(CCNCc2ccc(Br)cc2)cc1	-5	-2	4	6	-4	i	-2	3	i
7	COc1ccc(CCN(C)Cc2ccc(F)cc2F)cc1OC	-7	-9	8	-5	-4	i	4	-7	i

# The listing picks up, starting 3 compounds before the break.
cpd	molecule	PABP1 MLLE inh	NadD block	MT1-MMP act inh	CSN deneddyl inh	SKN-1 block	Rpn11 block	Rin1-Abl PPI inh	FAS TE block	Neddylation inh
18	O=[N+]([O-])c1ccc(CNCCc2ccccc2)cc1	-5	-4	1	3	3	i	0	3	i
19	CC1CCN(C(=O)COC(=O)c2cn(C)c3ccccc23)CC1	14	-4	1	1	12	i	6	3	i
20	Cc1cc(C)c(N=Cc2c(O)[nH]c(=O)[nH]c2=O)c(C)c1	-8	2	4	2	6	i	0	-4	i
21	CN(C)P1(=O)N(C)CCN1C	-7	3	6	-2	10	i	2	0	i
22	CN1CCc2nc3sc(C(=O)NC4CC4)c(N)c3cc2C1	5	-2	-2	-7	7	i	-10	4	i
23	CCC1(c2ccccc2)C(=O)NC(=O)NC1=O	-2	1	0	4	-1	i	0	-1	i
24	O=C/C=C/c1ccccc1	12	2	-2	1	8	i	-2	-4	i
25	O=C(CNC1CCCCC1)N1CCC2(CC1)OCCO2	8	1	-4	4	15	i	1	-5	i
26	N#CCCn1cc(C=C2C(=O)NC(=O)NC2=O)c(-c2ccccc2)n1	23	7	1	1	-6	i	2	-6	i
27	Cc1cc(C(=O)N=Nc2c(O)n(C)c3ccccc23)c(C)o1	0	-2	-1	-6	2	i	-5	-6	i
28	CC1CCN(c2cc(Br)c([N+](=O)[O-])cc2F)CC1	-13	-2	9	4	8	i	-2	29	i
29	Nc1ccccc1C(=O)OCC(=O)N1CCc2ccccc21	-14	-1	2	0	-1	i	-3	-1	.
30	CCN1CCN(C(=O)Cc2ccccc2OC)CC1	16	-4	0	-4	13	i	0	0	i
31	CC12CN3CC(C)(CN(C1)C3c1cccs1)C2O (centres undefined)	-11	-1	-2	11	-20	i	-2	-7	i
32	COc1cc(Br)cc(CN2CCN(C)CC2)c1O	-19	-4	-2	1	6	i	8	-9	i
33	CCN(C(=O)COC(=O)c1cc(C)n(C2CC2)c1C)c1ccccc1	-5	-1	-2	-3	2	i	2	0	i
34	O=C1NC(=O)N(c2ccc3c(c2)OCO3)C(=O)/C1=C/c1ccc(N2CCCCC2)o1	-152	5	-68	141	18	.	-17	-9	i
35	CCOc1ccc(N2C(=O)NC(=O)/C(=C\c3ccc(N4CCOCC4)cc3C)C2=O)cc1	-14	-1	-2	4	15	i	3	-4	i
36	ClCCN(CCCl)c1ccc(-n2cnc3c(Cl)ncnc32)cc1	-19	5	4	-2	-14	i	-1	19	i
37	O=C(c1cc(-c2ccc(Cl)cc2)n(-c2ccc(Cl)cc2Cl)n1)N1CCOCC1	-4	-4	-5	-1	7	i	-2	23	i
38	Cc1c(CC(=O)N2C[C@H]3C[C@@H](C2)c2cccc(=O)n2C3)c(=O)oc2c(C)c(O)ccc12	17	2	-3	0	5	i	-5	-3	.
39	COC(=O)C1=C(c2cccc(OCc3ccccc3)c2)C[C@@H]2CC[C@H]1N2C(=O)NCc1ccc(Br)cc1	19	0	-1	2	4	i	2	20	i
40	Cc1cc(/C=C2\C(=O)NC(=O)N(c3ccc(Cl)cc3)C2=O)c(C)n1-c1cccc(C(=O)O)c1	-11	5	-11	15	1	i	5	-5	i

# Quoted at random: six compounds from above
cpd	molecule	PABP1 MLLE inh	NadD block	MT1-MMP act inh	CSN deneddyl inh	SKN-1 block	Rpn11 block	Rin1-Abl PPI inh	FAS TE block	Neddylation inh
34	O=C1NC(=O)N(c2ccc3c(c2)OCO3)C(=O)/C1=C/c1ccc(N2CCCCC2)o1	-152	5	-68	141	18	.	-17	-9	i
24	O=C/C=C/c1ccccc1	12	2	-2	1	8	i	-2	-4	i
40	Cc1cc(/C=C2\C(=O)NC(=O)N(c3ccc(Cl)cc3)C2=O)c(C)n1-c1cccc(C(=O)O)c1	-11	5	-11	15	1	i	5	-5	i
39	COC(=O)C1=C(c2cccc(OCc3ccccc3)c2)C[C@@H]2CC[C@H]1N2C(=O)NCc1ccc(Br)cc1	19	0	-1	2	4	i	2	20	i
26	N#CCCn1cc(C=C2C(=O)NC(=O)NC2=O)c(-c2ccccc2)n1	23	7	1	1	-6	i	2	-6	i
29	Nc1ccccc1C(=O)OCC(=O)N1CCc2ccccc21	-14	-1	2	0	-1	i	-3	-1	.

# Going on with the list.
cpd	molecule	PABP1 MLLE inh	NadD block	MT1-MMP act inh	CSN deneddyl inh	SKN-1 block	Rpn11 block	Rin1-Abl PPI inh	FAS TE block	Neddylation inh
41	COc1cccc(N2C(=O)/C(=C/c3ccc(C)o3)C(=O)NC2=S)c1	-18	5	-5	37*	9	.	6	-5	i
42	COP(=O)(OC)C1(Nc2ccc(C)cc2)CCCCC1	-7	-21	-3	2	-15	i	1	-5	i
43	CN1C(=O)C(=Cc2coc3ccccc3c2=O)C(=O)N(C)C1=O	-1	7	-3	-1	-17	i	1	-3	i
44	C=CCN1C(=O)NC(=O)/C(=C/c2ccc(OC)c(CSc3ccccn3)c2)C1=O	9	8	1	4	3	i	-2	-4	i
45	C=CCN1C(=O)CSc2ccc(C(=O)N3CCC4(CC3)OCCO4)cc21	0	-2	6	-2	-7	i	-2	-9	i
46	COC(=O)C1=C(c2cccc(C#N)c2)C[C@@H]2CC[C@H]1N2C(=O)NCCNC(C)=O	-10	-3	3	-2	8	i	6	-12	i
47	COc1ccc(CCC(C)NCCc2ccccc2)cc1 (centres undefined)	-4	-11	2	3	7	i	0	-5	i
48	CN1CCC2(O)OCCCC2C1 (centres undefined)	-5	-7	-1	-2	0	i	1	-4	i
49	Cc1ccc(Oc2cc(NN3CCCCC3)c([N+](=O)[O-])cc2[N+](=O)[O-])c([N+](=O)[O-])c1	-10	-3	3	0	6	i	-1	28	i
50	O=C1C2CCN(CC2)C1Cc1ccc(OCCOc2ccccc2)cc1 (centres undefined)	3	-7	1	-1	8	i	2	-6	i
51	O=c1c2ccccc2nc(/C=C/c2ccc(O)cc2)n1-c1ccccc1O	3	-3	-45	3	-14	+	3	0	i
52	COc1ccccc1OC(=O)c1ccc(C)c(S(=O)(=O)N2CCOCC2)c1	1	-9	-1	-2	7	i	1	6	i
53	CCNc1nc(Cl)nc(NC(C)C)n1	2	3	2	1	12	i	1	-8	i
54	CC(=O)O[C@@H]1/C=C/[C@](C)(O)C[C@@H](C)C/C=C/[C@H]2[C@@H]3O[C@]3(C)[C@@H](C)[C@H]3[C@H](Cc4ccccc4)NC(=O)[C@@]312	6	2	12	4	12	i	-4	2	i
55	O=C1NCN(c2ccccc2)C12CCN(C(c1nnnn1C1CCCC1)C1CC1)CC2 (centres undefined)	-5	-3	-3	-1	-2	i	2	-7	i
56	COC(=O)C1=C(c2ccc(-c3ccccc3)c(F)c2)C[C@@H]2CC[C@H]1N2C(=O)N1CCC(C)CC1	-3	-4	-4	1	4	i	-1	37	i
57	c1ccc(-c2ccc(-c3n(-c4ccccn4)c4ccccc4[n+]3-c3ccccn3)cc2)cc1	1	1	0	-8	19	i	1	3	.
58	C/C(=N\NC(=O)c1ccccc1O)c1c(O)n(C2CCCCC2)c(=O)[nH]c1=O	-26	3	-2	9	7	i	-3	29	i
59	COC(=O)C1=C(c2cccc(OCc3ccccc3)c2)C[C@@H]2CC[C@H]1N2C(=O)NCc1ccc(F)cc1	3	-9	0	5	6	i	4	27	i
60	Clc1cccc(N2CCNCC2)c1Cl	-7	-1	-9	-1	-7	i	0	-9	i
61	CCOC(C[n+]1c(-c2ccccc2)cc(C)cc1-c1ccccc1)OCC	-4	0	1	-2	4	i	5	-7	i
62	Cc1cc(OC(C)C(=O)NCC(O)c2ccccc2)c2c3c(c(=O)oc2c1)CCCC3 (centres undefined)	13	1	-1	3	3	i	2	13	.
63	O=C1CCCN1C(=O)c1cncc(Br)c1	-11	5	0	4	-7	i	2	-10	i
64	COc1ccccc1C1CC2CCC(C1OC(C)=O)N2Cc1ccccc1 (centres undefined)	-9	-6	1	5	6	i	-1	14	i

# Only part of the results is shown, so the mix of outcomes need not match the whole.
